Compound activity deposited in PubChem BioAssay by several laboratories.
MEX-5 binding – MEX-5 zinc finger RNA-binding disruptors – biochemical, C. elegans, fluorescence polarization, MLPCN library, primary screen. activity score (negative = inhibition of binding), % at 10 µM. AID 1832, 2009. 0.38% of 300,000 active. Zinc finger protein mex-5 (Caenorhabditis elegans), Q9XUB2. MEX-5/FITC-TCR2 RNA binding; active compounds read low;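 active means inhibition past about -25% in most replicates, and total fluorescence under double the plate's negative control median, limit read from the data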;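 further: 0% = DMSO and -100% = 5 µM competing unlabeled TCR2 RNA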
Target sequence (Q9XUB2 whole entry, looked up): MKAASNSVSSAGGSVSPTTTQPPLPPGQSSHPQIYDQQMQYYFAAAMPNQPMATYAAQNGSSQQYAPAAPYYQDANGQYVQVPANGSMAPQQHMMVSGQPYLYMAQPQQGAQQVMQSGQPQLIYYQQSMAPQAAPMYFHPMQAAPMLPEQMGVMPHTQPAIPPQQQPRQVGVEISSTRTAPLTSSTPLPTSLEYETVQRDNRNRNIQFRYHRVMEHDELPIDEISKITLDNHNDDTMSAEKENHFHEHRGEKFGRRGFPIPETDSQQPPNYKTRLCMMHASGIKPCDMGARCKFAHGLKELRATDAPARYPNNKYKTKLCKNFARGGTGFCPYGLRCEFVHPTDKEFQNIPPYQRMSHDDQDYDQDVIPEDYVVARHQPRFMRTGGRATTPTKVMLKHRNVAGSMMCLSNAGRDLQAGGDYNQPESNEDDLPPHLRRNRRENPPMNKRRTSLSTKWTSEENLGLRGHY
VLA-4 inh – inhibition in human VLA-4 binding assay, primary screen, VLA-4 allosteric modulator project, MLPCN library, flow cytometry, VLA-4 expressing cells | Integrin alpha-4 (Homo sapiens), P13612 | ligand binding flow cytometry | inhibition, % (about 7 µM as worked out from the volumes in the protocol) | 0.2% of 330,000 active | AID 2557, 2010; in the data active means inhibition above about 50%
PME-1 primary – PME-1 inhibitors via competitive probe labeling, primary screen, biochemical, fluorescence polarization, FP-Rh probe, HTS; recombinant PME-1; 0.53% of 320,000 active; inhibition, % at 5.9 µM; Protein phosphatase methylesterase 1 (Homo sapiens), Q9Y570; AID 2130, 2009;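 active means inhibition above the campaign mean of all compounds plus 3 SD, cut at about 26% in these data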;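 further: competitive labeling of PME-1 active site by serine hydrolase directed probe; 0% = PME-1 with DMSO and 100% = wells lacking PME-1 enzyme; inhibitors block probe labeling so polarization falls and inhibition rises; many of its hits are not listed in these tables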
GLD-1 TGE inh – GLD-1/TGE RNA complex disruptors, primary screen, biochemical, fluorescence polarization; Female germline-specific tumor suppressor gld-1 (Caenorhabditis elegans), Q17339; purified GLD-1 + fluorescein TGE RNA; inhibition, % at 5.96 µM; 0.44% of 320,000 active; AID 2280, 2010;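 active means percent inhibition above a per-plate cutoff, the plate mean of test compounds plus 3 SD, cut at about 30% in these data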;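 further: 0% = DMSO wells with GLD-1 and probe and 100% = wells lacking GLD-1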
Fam108B inh – mouse Fam108B serine hydrolase inhibitors, primary screen, counter-screen for RBBP9 inhibitor project, biochemical, fluorescence polarization; recombinant Fam108B, FP-Rh probe fluorescence polarization; inhibition, % at 9.51 µM; 0.33% of 300,000 active;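 active means inhibition above the screen mean inhibition plus 3 SD, computed separately per campaign, cut at about 18% in these data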;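 further: inhibitors lower polarization as less probe binds the enzyme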
BCLXL inh – inhibitors of human Bcl-xL, primary screen, biochemical, fluorescence polarization, HTS | Bcl-2-like protein 1 (Homo sapiens), Q07817 | 0.7% of 320,000 active | AID 2129, 2009 | inhibition, % at 10.9 µM | GST-Bcl-xL / FITC-Bim BH3 peptide fluorescence polarization;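 active means inhibition above the mean of all tested compounds plus 3 SD, cutoff set per campaign, cut at about 30% in these data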;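 further: 0% = DMSO wells and 100% = unlabeled Bim-BH3 peptide competitor; inhibitors lower millipolarization by displacing the labeled peptide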
Target sequence (Q07817 whole entry, looked up): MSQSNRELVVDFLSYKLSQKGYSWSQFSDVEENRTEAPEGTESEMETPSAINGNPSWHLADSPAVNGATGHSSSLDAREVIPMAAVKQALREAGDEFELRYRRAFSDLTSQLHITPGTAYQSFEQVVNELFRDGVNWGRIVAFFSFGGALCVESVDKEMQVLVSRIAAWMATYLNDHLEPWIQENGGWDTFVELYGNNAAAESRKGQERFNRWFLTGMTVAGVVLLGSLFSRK
GRK2 aptamer HTS – compounds blocking aptamer binding on GRK2 – biochemical, human GRK2, bead flow cytometry, HTS, primary screen | 0.59% of 330,000 active | FAM-aptamer displacement from GRK2 | inhibition of aptamer binding, % at 10 µM | AID 488847, 2010;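 active means inhibition of aptamer binding above 40%, roughly 3 SD of noise, on plates passing a quality check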;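 further: median bead fluorescence of bound FAM aptamer so fluorescent compounds give negative values; no value below 0 was filed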
Efflux pump mplx – inhibitors of Candida efflux pumps in yeast, primary screen, S. cerevisiae, Nile Red, multiplex. S. cerevisiae Candida pump triplex. inhibition, % at 10 µM. 0.44% of 330,000 active;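 active means plate passing quality check with inhibition over a set limit, or well fluorescence over plate mean plus 4 SD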;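 further: Nile Red retained in pooled yeast measured as flow cytometry median fluorescence; 0% = buffer negative control and 100% = Enniatin B positive control; higher means more Nile Red kept so more efflux inhibition; some compounds called inactive have numbers as strong as hits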
MCL1 BIM primary – inhibitors of MCL1 binding to BIM-BH3, primary screen, biochemical, fluorescence polarization; 0.68% of 320,000 active; AID 2057, 2009; GST-MCL1 / FITC-Bim-BH3 fluorescence polarization; inhibition, % at 10.9 µM;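 active means inhibition above the mean inhibition of all tested compounds plus 3 SD, set per campaign, cut at about 40% in these data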;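 further: 0% = DMSO wells and 100% = unlabeled Bim-BH3 peptide control; higher means more loss of mP so more displacement of Bim peptide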
Target sequence (Q07820 whole entry, looked up): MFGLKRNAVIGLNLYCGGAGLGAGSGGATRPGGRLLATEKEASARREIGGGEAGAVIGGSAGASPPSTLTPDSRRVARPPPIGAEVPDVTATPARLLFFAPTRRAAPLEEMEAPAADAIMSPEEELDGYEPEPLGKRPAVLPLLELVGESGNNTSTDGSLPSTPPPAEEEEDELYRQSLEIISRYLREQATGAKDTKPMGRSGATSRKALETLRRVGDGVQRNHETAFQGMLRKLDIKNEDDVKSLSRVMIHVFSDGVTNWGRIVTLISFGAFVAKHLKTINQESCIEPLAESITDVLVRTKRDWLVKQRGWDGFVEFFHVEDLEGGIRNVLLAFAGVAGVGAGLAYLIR
* hit, by the source's call; x = no result given. A portion of the library, so the mix of outcomes need not match the whole.

SMILES | MEX-5 binding | VLA-4 inh | PME-1 primary | GLD-1 TGE inh | Fam108B inh | BCLXL inh | GRK2 aptamer HTS | Efflux pump mplx | MCL1 BIM primary
Nc1cccc(S(=O)(=O)Nc2ccccc2)c1 | 1.3 | 20 | 2 | -1 | 0 | 1 | 0 | 0.0 | 0
CCNC(=O)N1CCNC(=O)C1CC(=O)OC (stereo not drawn) | -0.4 | 5 | -2 | -2 | 2 | 3 | 0 | 0.1 | -3
COc1ccc(-c2nc(NC(=O)Cn3c(=O)oc4ccccc43)sc2C)cc1 | -1.2 | 44 | 1 | -2 | -2 | 1 | 5 | 0.4 | -1
Cc1ccc(C)c(NC(=S)/C(=C(\[O-])c2ccc(OC(F)F)cc2)[n+]2ccccc2)c1 | 0.6 | -4 | -7 | 3 | 3 | 5 | 1 | 0.1 | 4
Cc1ccc(C)c(OCc2nc(-c3cccnc3)no2)c1 | -0.6 | 0 | -1 | -4 | -1 | 3 | 0 | 0.0 | 18
O=C(CNS(=O)(=O)c1ccccc1)NNC(=O)C(Cl)Cl | -5.9 | 2 | -1 | -1 | -1 | 2 | 0 | 0.0 | 5
O=C(COC(=O)C1CCC1)c1c[nH]c2ccccc12 | -0.5 | 12 | 5 | 6 | -1 | -9 | 1 | -0.1 | -2
O=C(NCCc1ccc(F)cc1)C1CCN(C(=O)Nc2ccccc2)CC1 | x | 58* | 0 | 6 | x | 1 | 0 | 0.1 | 1
CCN(CC)c1ncnc2c1cnn2Cc1ccc(Cl)cc1 | 1.0 | 10 | 4 | 7 | 4 | 0 | 0 | 0.0 | 0
CCN1C(=O)C(=O)N(CC(=O)Nc2ccccc2OC(F)F)C1=O | x | 17 | 1 | 0 | x | -2 | 4 | -0.1 | -7
COC(=O)c1c(NC(=O)Cc2ccccc2)sc(C)c1C | 1.4 | 0 | -7 | 5 | 1 | 3 | 0 | -0.1 | -1
Cc1nc(SCC(=O)NCCN2C(=O)CSC2=O)nc(C)c1C | x | 7 | x | 3 | x | x | 0 | -0.2 | x
CCCCCCP(=O)(O)c1ccccc1 | -0.4 | -9 | -7 | 0 | -4 | -1 | 5 | 0.0 | -1
CCN(CC)S(=O)(=O)c1cccc(NC(=O)COC(=O)CCc2nc3ccccc3s2)c1 | 0.3 | 7 | -3 | -83 | -2 | -37 | 3 | 0.1 | -60
COc1ccc(C(=O)c2ccccc2)c(OCC(=O)N(C)C)c1 | 1.0 | 3 | -2 | -7 | 4 | 0 | 1 | 0.1 | 10
Cc1ccccc1OCCC(=O)OCC(=O)NC(=O)c1ccccc1 | -1.9 | 4 | -10 | 1 | -3 | -3 | 0 | 0.1 | -7
NC(=O)C1CCN(C(=O)C(=O)c2cn(CC(=O)N3CCCCCC3)c3ccccc23)CC1 | -2.0 | -8 | 0 | 13 | 2 | 1 | 25 | 2.2 | 4
CC(C)OC(=O)c1cccnc1SCc1cc(=O)n2ccccc2n1 | 0.2 | -10 | -1 | 5 | 6 | 5 | 3 | 0.0 | 0
Cc1cc(C)c(C(=O)COc2cccnc2[N+](=O)[O-])cc1C | x | -15 | 7 | 4 | 0 | 11 | 0 | 0.0 | 10
c1ccc(CN2CCOCCOCCOCCOCCOCCOCC2)cc1 | 0.3 | 2 | 1 | -1 | -2 | -3 | 0 | -0.1 | 4
O=C(c1cccc([N+](=O)[O-])c1)N1CCN(C(=O)c2ccco2)CC1 | 3.0 | 8 | 2 | -2 | 3 | 8 | 2 | 0.0 | 9
Cc1cc(Cl)ccc1OCCCC(=O)NCCN1C(=O)S/C(=C\c2cccnc2)C1=O | -0.8 | -9 | 8 | 2 | 0 | 3 | 0 | -0.8 | -4
CCOC(=O)N1CCN(CCc2ccccc2)CC1 | -0.3 | 12 | 0 | -3 | 4 | 5 | 0 | 0.0 | 5
Cc1ccccc1C(=O)N1CCN(C(c2ccccc2)c2ccccc2)CC1 | -3.4 | -10 | 7 | 12 | 2 | 5 | 1 | 0.2 | 4
Cc1ccc(NC(=O)c2ccco2)c(NC(=O)C2CCCO2)c1 (stereo not drawn) | 0.9 | 2 | -6 | 7 | -8 | -1 | 0 | 0.4 | -7
CC1=C(C(=O)OC(C)C)C(c2ccccc2Cl)CC(=O)N1 (stereo not drawn) | -2.0 | 0 | 1 | 0 | 2 | -1 | 3 | -0.1 | 2
O=C(CSc1ccccc1)Nc1cccc(S(=O)(=O)N2CCCCC2)c1 | x | 17 | 11 | 4 | x | -2 | 1 | -0.1 | -3
Cc1noc(C)c1CSc1nnc(-c2cccnc2)n1C1CCCCC1C (stereo not drawn) | 4.0 | 11 | 0 | 2 | 2 | 2 | 0 | 0.0 | 6
Cc1cc(NC(=O)C2CCN(S(=O)(=O)c3cnc[nH]3)CC2)ccc1Br | -1.8 | -8 | 1 | 8 | 1 | 2 | 43* | -0.1 | 3
COc1ccc(OC)c(S(=O)(=O)N2Cc3ccccc3CC2C(=O)O)c1 (stereo not drawn) | -1.2 | -7 | 5 | 2 | -2 | 6 | 0 | 0.1 | 5
O=C(CC(C(=O)O)c1ccc(Cl)cc1Cl)c1ccc(Cl)cc1 (stereo not drawn) | 2.7 | 9 | -1 | 4 | -2 | 6 | 0 | 0.2 | 8
COc1cc(/C=C2\C(=N)N3N=C(S(C)(=O)=O)SC3=NC2=O)ccc1OC(=O)c1ccco1 | 2.2 | 16 | -6 | -1 | 1 | 2 | 2 | -0.1 | 2
COc1cc(/C=C/C(=O)OCC(=O)Nc2sc3c(c2C#N)CCC(C)C3)ccc1OCC#N (stereo not drawn) | -3.1 | -5 | -4 | -8 | -8 | 0 | 5 | 0.1 | 9
O=C(NCCC1=CCCCC1)C1CCN(S(=O)(=O)c2ccccc2C(F)(F)F)CC1 | 1.7 | 18 | 0 | 3 | 1 | 1 | 0 | 0.0 | 3
CCc1cc(C(=O)N2CCCC(C(=O)c3ccc(OC)c(F)c3)C2)n(C)n1 (stereo not drawn) | -1.4 | 8 | -4 | 4 | -1 | 6 | 0 | 0.0 | 10
Cc1cccc(NC(=O)c2ccccc2-c2ccccc2)c1 | -1.6 | -5 | 2 | -5 | -4 | 0 | 0 | 0.5 | -3
COc1ccc(C(=O)CCC(=O)Nc2ccc(N3CCN(C)CC3)cc2)cc1OC | x | 16 | 0 | -9 | x | 1 | 0 | -0.3 | -1
O=C(NCCCN1CCOCC1)C1CCN(S(=O)(=O)c2cccc(C(F)(F)F)c2)CC1 | x | -1 | 5 | -3 | x | -1 | 0 | -0.1 | 0
COc1cccc(NC(=O)CN(C)C(=O)c2c(-c3c(F)cccc3Cl)noc2C)c1 | x | -8 | -5 | 8 | x | 4 | 0 | 0.2 | 8
Cc1oc(-c2ccccc2Cl)nc1CS(=O)(=O)CC(=O)NC1CCCC1 | 0.0 | 10 | 4 | -3 | 12 | 3 | 0 | 0.1 | 6
Cc1nn(Cc2cccc(C(=O)NC3CCCCC3)c2)c(C)c1Cl | -0.8 | -2 | -2 | -4 | 1 | 1 | 0 | 0.0 | -2
COc1ccccc1/C=N/OCc1cc(C(C)=O)ccc1OC | -0.3 | 3 | -3 | 2 | 0 | 0 | 0 | 0.2 | 0
CC1CCN(S(=O)(=O)c2ccc3c(c2)c(=O)c(C(=O)NCc2cccs2)cn3C)CC1 | 1.9 | -5 | -5 | 0 | -2 | 5 | 2 | 0.0 | 0
Cc1nnsc1C(=O)NNC(=O)Nc1ccccc1 | -0.5 | -8 | 1 | 6 | 8 | 3 | 2 | -0.1 | 8
Cc1cc(C)c(C)c(S(=O)(=O)N[C@@H](C)C(=O)OCc2cc(=O)n3cc(Br)ccc3n2)c1C | 0.1 | -3 | 7 | 4 | -3 | -2 | 5 | 0.4 | 35
COc1cccc(CNC(=O)CSCc2cnn(-c3ccccc3)c2-n2cccc2)c1OC | 1.1 | -13 | 13 | -5 | -2 | 2 | 1 | -0.1 | 5
O=C(CS(=O)(=O)Cc1ccccc1)Nc1nc2c(s1)CCCC2 | -0.4 | -10 | -6 | 6 | 0 | 3 | 4 | 0.1 | 8
COc1ccc(C(=O)N2CCCN(C)CC2)cc1S(=O)(=O)N(C)Cc1ccccc1 | x | 6 | -2 | 5 | x | 6 | 0 | 0.1 | 7
COc1ccc(C2/C(=C(/O)c3ccc4c(c3)CC(C)O4)C(=O)C(=O)N2CCCN2CCOCC2)cc1 (stereo not drawn) | 2.5 | 8 | 0 | -5 | -4 | 2 | 0 | 0.3 | 3
N#Cc1ccc(OCC(=O)Nc2cccc(S(=O)(=O)NC3=NCCCCC3)c2)cc1 | -1.3 | -2 | 2 | -1 | 3 | -2 | 2 | 0.0 | 1

The listing continues.
SMILES | MEX-5 binding | VLA-4 inh | PME-1 primary | GLD-1 TGE inh | Fam108B inh | BCLXL inh | GRK2 aptamer HTS | Efflux pump mplx | MCL1 BIM primary
Cc1ccc(-c2nc3ccccc3n2C)o1 | -1.5 | 0 | -10 | 3 | -5 | 14 | 0 | 0.2 | 22
CC(=O)n1cc([C@@H]2C=C(C(=O)N3CCN(Cc4ccc5c(c4)OCO5)CC3)O[C@H](OCc3ccc(CO)cc3)C2)c2ccccc21 | 0.4 | x | 15 | -1 | -7 | 5 | x | x | 2
NC(=O)c1nsnc1-c1ccccc1O | -0.9 | 1 | 6 | 1 | 1 | 5 | 3 | 0.0 | 1
C=CC(C)(C)c1c(O)c(CC=C(C)C)c(O)c2c(=O)c3ccc(O)c(O)c3oc12 | -2.3 | 8 | 14 | 9 | -12 | -8 | 2 | 0.3 | 2
CCn1c(Cc2ccccc2)nnc1SCC(=O)c1c(N)n(C2CC2)c(=O)[nH]c1=O | x | 0 | 3 | 1 | x | -11 | 0 | 0.1 | -9
Cc1ccc(/C=N/NC(=O)COc2ccc(Cl)c(C)c2)o1 | 2.0 | 9 | 4 | 6 | -1 | 3 | 5 | -0.1 | 9
O=C(c1cccc(F)c1)N1CCN(C(=O)C(c2ccccc2)c2ccccc2)CC1 | 0.7 | -7 | 2 | 5 | -4 | 1 | 0 | -0.2 | 0
CC(C)NC(=O)COc1coc(CN2CCN(C(=O)c3ccco3)CC2)cc1=O | -1.7 | 9 | 0 | 5 | -1 | -3 | 3 | -0.1 | 0
Cc1cccc(-c2cccc(NC(=O)C3CCCN(C(=O)c4cccnc4)C3)c2)c1 (stereo not drawn) | 1.3 | 25 | x | x | x | x | 2 | 1.7 | x
